Screening results as filed in PubChem.
ARNT TACC3 PPI = disruptors of ARNT/TACC3 protein interaction, primary screen, biochemical, AlphaScreen, single concentration | Transforming acidic coiled-coil-containing protein 3 (Homo sapiens), Q9Y6A5 | AlphaScreen His-ARNT PAS-B/GST-TACC3 binding, luminescence; TACC3 fragment carries E629A point mutation | inhibition, % at 9.99 µM | 0.66% of 390,000 active | AID 623870, 2012;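 active = mean inhibition of replicates at least 50% and at least half of replicates each reaching 50%; inconclusive = half or more replicates reach 50% but mean below 50%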;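 note: 0% = complete ARNT plus TACC3 wells and 100% = ARNT alone without TACC3; many hits fall short of the cut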
INS-1E GSIS act = GLuc luminescence reporter in INS-1E cells, primary screen for activators of glucose-dependent secretion of insulin | 0.61% of 370,000 active | INS-1E GLuc reporter insulin secretion, 2-3 h | activation, % at 16.6 µM | AID 743287, 2014;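 active = lowest replicate activation of at least 40%, so every replicate reaches that level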;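 note: 0% = median of neutral control wells and 100% = median of IBMX positive control wells; some compounds called inactive have numbers as strong as hits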
ERp5 inh = inhibitors of ERp5-driven insulin aggregation, primary screen, biochemical, turbidity, absorbance 650 nm, single point. Protein disulfide-isomerase A6 (Homo sapiens), Q15084. inhibition, % at 9.99 µM. 0.05% of 350,000 active. 90 min;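 active = mean replicate inhibition above about 25%, with every replicate also reaching it, limit read from the data, passing the limit was not always enough; inconclusive = only one of those two criteria met; inactive = neither criterion met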
Target sequence (Q15084 whole entry, looked up): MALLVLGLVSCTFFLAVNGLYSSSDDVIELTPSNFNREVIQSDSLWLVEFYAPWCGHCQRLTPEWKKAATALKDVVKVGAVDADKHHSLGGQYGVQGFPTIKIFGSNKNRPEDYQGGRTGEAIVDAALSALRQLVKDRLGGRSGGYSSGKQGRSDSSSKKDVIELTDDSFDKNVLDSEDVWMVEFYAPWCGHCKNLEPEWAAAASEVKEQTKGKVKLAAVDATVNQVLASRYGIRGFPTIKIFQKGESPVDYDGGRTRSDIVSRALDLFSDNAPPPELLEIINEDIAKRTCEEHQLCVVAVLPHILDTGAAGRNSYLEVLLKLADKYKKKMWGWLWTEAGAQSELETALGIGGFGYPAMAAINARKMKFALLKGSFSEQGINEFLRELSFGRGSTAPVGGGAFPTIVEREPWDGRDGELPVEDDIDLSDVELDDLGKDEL
DENV2 CPE rescue = inhibitors of DENV2 cytopathic effect, primary screen, cell-based, plate reader, single concentration | DENV2-infected cells, cytopathic effect rescue | CPE inhibition, % at 9.99 µM | AID 651640, 2012 | 1.7% of 350,000 active; in the data active = CPE inhibition above about 20%, passing the limit was not always enough; inconclusive = no clear call, values can overlap the other calls; tested in BHK-21 cells;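 note: 0% = median of neutral control wells and 100% = median of positive control wells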
EWS-Fli block = EWS/Fli-driven NR0B1 reporter inhibitors, primary screen, A673 cells, NR0B1 luciferase, luminescence, MLPCN library; viability-normalised; inhibition, % at 12.6 µM; 0.67% of 350,000 active;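 active = mean inhibition of at least 50% after viability correction, with every replicate also passing that limit; inconclusive = mean reaches 50% but only one of two replicates passes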;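 note: firefly luciferase signal divided by Alamar Blue viability fluorescence both relative to DMSO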
XiGFP reactiv = activators of inactive X chromosome reactivation, primary screen, imaging, XiGFP fibroblasts, GFP high-content imaging, set 2. 0.055% of 360,000 active. XiGFP mouse fibroblasts, % GFP-positive cells imaging, 3 d; cells co-treated with 5-aza-dC sensitizer; scaled so ellipticine positive control = 100%. activation, % at 7.58 µM;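 active = mean normalized replicate activation at least 10% and every replicate at or above 10%; inconclusive = only one of the two criteria met; inactive = mean below 10% and not all replicates reach 10%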;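 note: 0% = median of on-plate neutral control wells and 100% = ellipticine 6 µM median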
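material = 68-5-11 XiGFP fibroblast line | medium = DMEM plus 5-aza-dC sensitizer | schedule = 3 days compound exposure | benchmarks = positive control ellipticine, 6 µM final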
PAX8 inh HTS = inhibitors of PAX8-driven TPO luciferase reporter, primary screen, RMG-I cells, single concentration. 1.2% of 360,000 active. SteadyGlo, 24 h. inhibition, % at 12.6 µM;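 active = mean replicate inhibition at least 60% with every replicate also reaching 60%; inconclusive = only one of the two criteria is met; inactive = mean below 60% and not all replicates reaching 60%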;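 note: luciferase light reporting Pax8 driven TPO promoter activity; plate controls were median of neutral control wells for no effect and mitoxantrone controls for full effect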
CFTR F508del cor = F508del CFTR correction, initial screen, CFBE line, single point; 0.36% of 350,000 active; activity (quench increase), % at 7.58 µM; CFBE cells, YFP halide quenching; stimulated with forskolin plus potentiator P3; % fluorescence drop versus neutral controls;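 active = mean added fluorescence quench of at least 8% versus neutral control, with both replicates also reaching 8%; inconclusive = only one of the mean or replicate conditions met; inactive = mean below 8% and not both replicates reaching 8%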;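 note: cells transiently co-express mutant CFTR-F508del with the halide-sensitive YFP; corrector assay measuring rescue of mutant channel to the surface after 24 h compound exposure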
* hit, by the source's call; u = inconclusive; x = no result given.

SMILES	ARNT TACC3 PPI	INS-1E GSIS act	ERp5 inh	DENV2 CPE rescue	EWS-Fli block	XiGFP reactiv	PAX8 inh HTS	CFTR F508del cor
COc1ccc(C(=O)NCCCNC(=O)c2cccnc2)cc1OC	-1.5	-4.0	-0.1	2.1	-2.2	0.2	-0.8	-0.8
NS(=O)(=O)c1ccc(CNC(=S)NC(=O)c2ccco2)cc1	3.1	14.5	-2.4	11.3	-3.1	0.3	-16.3	1.8
CN1c2ccc(C#Cc3cccnc3)cc2[C@@H]2[C@@H](CCN2C(=O)c2cccc(F)c2)[C@@H]1CO	-1.8	-25.4	x	-15.5	13.4	0.0	-9.1	4.1
Cc1nc(Oc2ccccc2)c2ccccc2n1	-3.0	20.6	x	x	x	0.5	6.7	x
O=C(NCc1ccc(F)cc1)C(c1ccccc1)c1ccccc1	-2.6	-12.1	-0.4	6.9	4.8	0.0	-9.5	1.2
Cc1ccccc1N1CC2=C(C1=O)C(c1ccccc1)NC(=O)N2C (stereo not drawn)	-0.3	x	-1.8	1.5	3.6	0.0	8.0	-0.9
CCOc1ccccc1NC(=O)c1nc(S(=O)(=O)Cc2ccccc2)ncc1Cl	0.8	-24.0	-4.0	-5.5	u	2.0	133.6*	3.0
CC(NC(=O)CNC(=S)N(Cc1cccs1)C1CCCC1)c1ccccc1 (stereo not drawn)	-0.4	-41.5	3.1	14.6	2.0	0.0	13.2	0.9
COc1cccc(-c2ccc3ncnc(NCc4cc(C)cs4)c3c2)c1	-0.4	-8.9	-2.6	-3.7	1.3	0.2	-2.5	-0.7
C/C(CCc1ccccc1)=N\NC(=O)C(=O)Nc1cccc(Cl)c1	-1.1	3.5	3.3	12.5	-8.7	0.0	-7.8	-3.2
CC(=O)N1CCc2cc(S(=O)(=O)CCC(=O)Nc3cc(C)cc(C)c3)ccc21	-4.5	37.5	x	-5.9	-2.3	0.0	7.3	1.5
Cc1cc(OCC(=O)NNC(=O)c2ccncc2)ccc1C(C)C	-5.0	15.0	2.3	-0.1	0.1	0.1	0.7	-1.8
COc1ccc(CNC(=O)N(C)C[C@@H]2OCc3ccccc3-c3ccccc3C(=O)N([C@@H](C)CO)C[C@@H]2C)cc1	-20.1	7.0	2.5	2.8	3.8	-0.5	-6.8	-0.4
O=C(COC(=O)Cc1cccc2ccccc12)Nc1ccccc1-c1ccccc1	-0.7	-6.2	3.1	x	4.9	0.3	-7.7	0.7
C[C@H]1CN([C@@H](C)CO)C(=O)Cc2cc(NS(=O)(=O)c3ccc(F)cc3)ccc2O[C@H]1CN(C)Cc1ccc(C(F)(F)F)cc1	-0.2	-5.8	-1.5	0.4	-2.6	-1.1	-55.2	1.1
O=C(N/N=C/c1ccc([N+](=O)[O-])o1)C(=O)Nc1ccc(C(=O)O)cc1	10.1	4.6	-3.5	-7.5	3.3	-0.1	2.8	-2.3
Cc1cccnc1NC(=O)NC(=O)c1ccc(C(C)(C)C)s1	-8.9	13.9	1.8	5.7	-69.1	0.4	-72.2	-2.6
CN1C(=O)c2cc(NC(=O)c3cccs3)ccc2OC[C@@H]2O[C@H](CC(=O)N3CCCCC3)CC[C@H]21	-8.2	-2.1	2.2	7.1	-6.4	0.1	-1.1	-2.5
Cc1cccc(-c2nc3ccccc3c(=O)n2NC(=O)Cc2ccc(Cl)cc2)c1	-1.6	-19.5	4.1	6.7	4.3	0.4	8.3	x
CC(C)CC#Cc1cnc2c(c1)C(=O)N([C@H](C)CO)C[C@H](C)[C@H](CN(C)CC1CCOCC1)O2	-1.4	1.6	8.2	13.3	-12.0	0.5	-18.4	2.3
Cc1noc(C)c1NC(=O)N(C)C[C@H]1OCCCC[C@@H](C)Oc2ccc(NC(=O)c3ccccc3)cc2C(=O)N([C@@H](C)CO)C[C@H]1C	2.9	-9.5	1.7	2.9	-3.7	0.4	-9.2	-2.8
CN1CCN(/N=C/c2cccc(Cl)c2Cl)CC1	x	2.6	0.9	2.1	-22.4	0.0	-41.5	1.3
CC(C)c1ccc(N(CC(=O)NC(C)(C)C)C(=O)CCC(=O)Nc2nccs2)cc1	2.9	17.9	-3.1	-2.3	16.7	0.0	-5.5	4.6
COc1c(O)ccc(/C=C(\C#N)c2nc3ccccc3[nH]2)c1[N+](=O)[O-]	10.7	-8.9	3.4	-2.3	x	0.2	-54.7	x
COCCNC(=O)c1cc2c(-c3ccc(Cl)cc3)nn(C)c2s1	9.0	-30.6	-0.2	-4.7	9.2	-0.1	8.5	-5.0
CC(C)OCCCNC(=O)c1cc(S(=O)(=O)N2CCc3ccccc32)cn1C	-4.5	x	0.3	2.8	2.6	0.0	11.0	-2.4
CCOc1cc(N2CCOCC2)c(OCC)cc1NC(=O)COC(=O)COc1cc(C)cc(C)c1	8.1	5.2	3.7	5.7	-0.7	0.1	8.0	-0.2
O=C(C[C@H]1C[C@H]2c3cc(NS(=O)(=O)c4ccc(F)cc4)ccc3O[C@H]2[C@@H](CO)O1)N1CCOCC1	0.8	1.1	4.0	8.9	-1.7	0.0	-0.6	2.0
Cc1ccccc1N1CCN(Cc2ccc([N+](=O)[O-])o2)CC1	6.9	-1.7	-5.9	4.8	4.5	0.3	14.6	-0.6
CC(C)NC(=O)Nc1ccc2c(c1)C(=O)N([C@@H](C)CO)C[C@@H](C)[C@H](CN(C)C(=O)Nc1ccc(C(F)(F)F)cc1)OCCCC[C@H](C)O2	0.1	-10.7	-3.2	3.7	4.2	0.3	16.2	3.6

In the list so far, these contain a CF3 group.
SMILES	ARNT TACC3 PPI	INS-1E GSIS act	ERp5 inh	DENV2 CPE rescue	EWS-Fli block	XiGFP reactiv	PAX8 inh HTS	CFTR F508del cor
C[C@H]1CN([C@@H](C)CO)C(=O)Cc2cc(NS(=O)(=O)c3ccc(F)cc3)ccc2O[C@H]1CN(C)Cc1ccc(C(F)(F)F)cc1	-0.2	-5.8	-1.5	0.4	-2.6	-1.1	-55.2	1.1
CC(C)NC(=O)Nc1ccc2c(c1)C(=O)N([C@@H](C)CO)C[C@@H](C)[C@H](CN(C)C(=O)Nc1ccc(C(F)(F)F)cc1)OCCCC[C@H](C)O2	0.1	-10.7	-3.2	3.7	4.2	0.3	16.2	3.6

(more compounds)
SMILES	ARNT TACC3 PPI	INS-1E GSIS act	ERp5 inh	DENV2 CPE rescue	EWS-Fli block	XiGFP reactiv	PAX8 inh HTS	CFTR F508del cor
CCCCn1c(N)c(N(CCC(C)C)C(=O)C2=COCCO2)c(=O)[nH]c1=O	-2.1	6.9	1.7	-8.2	-8.9	0.3	-6.8	2.0
Cc1ccc2c(c1)C(=O)C(=O)N2CC1COc2ccccc2O1 (stereo not drawn)	0.6	-51.1	-4.6	2.0	9.9	0.4	-14.1	-0.4
C[C@H](O)C#Cc1ccc2c(c1)O[C@H](CN(C)Cc1ccc(-c3ccccc3)cc1)[C@H](C)CN([C@@H](C)CO)S2(=O)=O	15.5	-17.5	-4.8	3.7	15.3	0.1	81.1*	-0.5
C[C@@]12C(C[C@H](O)[C@@]34C[C@@H](CCC13)[C@@H](CO)C4=O)[C@](C)(C(=O)O)CC[C@@H]2O (stereo partly drawn)	x	-6.6	-0.2	5.1	13.5	0.0	17.0	0.1
Cc1onc(-c2ccccc2)c1C(=O)NC(=S)NNC(=O)c1ccccc1O	58.5*	-34.1	-5.8	-4.5	2.8	0.0	31.4	x
C[C@H](CO)N1C[C@H](C)[C@H](CN(C)C)Oc2ccc(NC(=O)C3CC3)cc2C1=O	21.4	-0.1	7.5	2.9	x	-0.7	-6.0	1.7
O=C(Nc1ccc(O)c(C(=O)O)c1)Oc1ccccc1	x	-2.6	-0.7	16.4	-5.7	0.3	2.8	-2.0
COc1ccc(CN2C3CCC2CC(NC(=O)c2cccc(F)c2)C3)cc1 (stereo not drawn)	3.8	1.8	5.8	u	8.0	0.0	21.5	0.7
CN(C)C(=O)C[C@@H]1CC[C@@H]2[C@H](COC[C@@H](O)CN2C(=O)C2CCCC2)O1	-5.0	8.8	1.3	0.0	-5.3	0.0	-22.4	1.4
COc1cc(C(=O)Nc2scc(-c3ccc(Br)cc3)c2C(=O)O)cc(OC)c1OC	-4.3	-53.3	-2.0	2.2	-86.8	0.0	15.2	0.5

Reprinted at random: 4 entries already listed.
SMILES	ARNT TACC3 PPI	INS-1E GSIS act	ERp5 inh	DENV2 CPE rescue	EWS-Fli block	XiGFP reactiv	PAX8 inh HTS	CFTR F508del cor
CCCCn1c(N)c(N(CCC(C)C)C(=O)C2=COCCO2)c(=O)[nH]c1=O	-2.1	6.9	1.7	-8.2	-8.9	0.3	-6.8	2.0
C[C@H](O)C#Cc1ccc2c(c1)O[C@H](CN(C)Cc1ccc(-c3ccccc3)cc1)[C@H](C)CN([C@@H](C)CO)S2(=O)=O	15.5	-17.5	-4.8	3.7	15.3	0.1	81.1*	-0.5
COc1ccc(CN2C3CCC2CC(NC(=O)c2cccc(F)c2)C3)cc1 (stereo not drawn)	3.8	1.8	5.8	u	8.0	0.0	21.5	0.7
O=C(Nc1ccc(O)c(C(=O)O)c1)Oc1ccccc1	x	-2.6	-0.7	16.4	-5.7	0.3	2.8	-2.0

Continued:
SMILES	ARNT TACC3 PPI	INS-1E GSIS act	ERp5 inh	DENV2 CPE rescue	EWS-Fli block	XiGFP reactiv	PAX8 inh HTS	CFTR F508del cor
O=C(N[C@H]1CC[C@@H](CCn2cc(-c3ccccn3)nn2)O[C@H]1CO)c1ccncc1	65.3*	-1.4	1.4	8.5	-4.6	0.1	-7.6	2.3
Cc1ccc(C)c(NC(=O)CC2Sc3ccccc3NC2=O)c1 (stereo not drawn)	-4.9	x	-0.9	-5.8	-6.3	0.1	-16.7	1.5
C/C(=N\NC(=O)c1ccc(N/N=C(\C)c2ccc(O)cc2)cc1)c1ccc(O)cc1	-4.5	-2.2	-1.5	4.8	4.6	0.1	-34.3	1.6
CCCOc1ccc(C(=O)Nc2ccc(CN3CCOCC3)cc2)cc1	-5.5	-5.3	-0.1	7.6	-6.0	u	1.6	1.2
CSC1=C(C#N)C(=O)NC(c2ccc(Cl)cc2)S1 (stereo not drawn)	-3.0	-35.2	-0.6	-2.4	13.6	-0.1	-1.5	-1.1
COc1ccccc1/C=C/C(=O)NC(=S)Nc1ccccn1	1.9	6.3	2.0	-10.6	-73.9	-0.1	-43.1	-3.0
CCN1CCN(CCCNC(=O)C2c3ccccc3C(=O)N(c3ccc(OC)cc3)C2c2ccc(OC)cc2)CC1 (stereo not drawn)	-7.5	5.8	1.6	-5.2	-5.4	0.0	-16.1	-1.0
CSCCC(NS(=O)(=O)c1ccc(C)cc1)C(=O)NNC(=O)c1csc(N2CCOCC2)n1 (stereo not drawn)	-9.2	12.5	-2.9	3.3	x	0.3	6.7	2.1
NC(=O)CC(NC(=O)c1cccc(Br)c1)c1ccc(NC2CCC2)c([N+](=O)[O-])c1 (stereo not drawn)	1.0	x	3.6	-12.4	2.1	0.2	-4.9	3.9
C[C@H]1CCCCO[C@@H](CN(C)C(=O)Nc2ccc(C(F)(F)F)cc2)[C@@H](C)CN([C@@H](C)CO)C(=O)c2cc(NS(=O)(=O)c3cccs3)ccc2O1	-8.2	-5.0	-1.7	-1.3	14.0	0.0	61.7*	4.1
O=C(Nc1ccccc1)OCCc1ccccn1	6.3	21.6	9.3	-6.0	-89.3	0.2	-213.6	0.5
